From PubChem BioAssay
PAX8 inh HTS: lowers PAX8-driven luciferase in RMG-I cells; 360,000 tested, 1.2% active; RMG-I TPO-luciferase reporter, SteadyGlo, 24 h; inhibition, % at 12.6 µM;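 active = mean replicate inhibition at least 60% with every replicate also reaching 60%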;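 also: luciferase light reporting Pax8 driven TPO promoter activity; plate controls were median of neutral control wells for no effect and mitoxantrone controls for full effect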
Cneo AK release: causes C. neoformans cell lysis. adenylate kinase release luminescence, 4 h; normalised: neutral wells 0, clomiphene wells 100. lysis activity, % at 15 µM. 360,000 tested, 0.2% active. AID 651654;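 active = mean lysis activity across replicates of at least 80%, whatever share of replicates individually reach that level; inactive = mean lysis activity below 80%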
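Material: C. neoformans cells; Schedule: 4 h static compound exposure, 37 °C, read 1 h post-reagent; Measured by: adenylate kinase release luminescence; Read-out: signal increase indicating cell lysis; Controls: Clomiphene as positive lysis control.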
INS-1E GSIS act: GLuc luminescence reporter in INS-1E cells, primary screen for activators of glucose-dependent secretion of insulin | INS-1E GLuc reporter insulin secretion, 2-3 h | activation, % at 16.6 µM | 370,000 tested, 0.61% active;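 active = lowest replicate activation of at least 40%, so every replicate reaches that level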;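 also: 0% = median of neutral control wells and 100% = median of IBMX positive control wells; some compounds called inactive have numbers as strong as hits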
PGC1a acetyl inh: modulators of PGC1a acetylation | U2OS PGC1a acetylation, AlphaScreen anti-acetyl-lysine; with virally co-expressed GCN5 acetyltransferase | inhibition, % at 15.6 µM | 350,000 tested, 0.17% active | AID 651687;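 active = every replicate shows inhibition of at least 40%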;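 also: 0% = neutral control wells and 100% = positive control wells; some results beyond the cut were filed as inactive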
PglD DTNB: inhibitors of Campylobacter jejuni PglD acetyltransferase; purified PglD enzyme, DTNB colorimetric CoA detection; 360,000 tested, 0.098% active; inhibition, % at 12.5 µM; AID 602405; in the data active = inhibition above about 16%, passing the limit was not always enough; also: strong numbers were not always called active
ARNT TACC3 PPI: disruptors of human ARNT/TACC3 interaction; AlphaScreen His-ARNT PAS-B/GST-TACC3 binding, luminescence; TACC3 fragment carries E629A point mutation; inhibition, % at 9.99 µM; 390,000 tested, 0.66% active; Q9Y6A5;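 active = mean inhibition of replicates at least 50% and at least half of replicates each reaching 50%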;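 also: 0% = complete ARNT plus TACC3 wells and 100% = ARNT alone without TACC3; many hits fall short of the cut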
Statin myotox sup: protects C2C12 myotubes from simvastatin toxicity; ATP luminescence, 48 h; scaled: DMSO 0, geranylgeraniol control 100; rescue of ATP level, % at 7.49 µM; 330,000 tested, 0.78% active;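 active = mean ATP rescue above about 67%, or every replicate alone reaching that limit, limit read from the data, passing the limit was not always enough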;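 also: myotubes were challenged with 10 µM simvastatin during compound exposure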
LGR2 antag: Drosophila LGR2 receptor signaling inhibition | HEK293 LGR2, CRE-luciferase, bursicon-stimulated, 4 h | inhibition, % at 9.99 µM | 380,000 tested, 0.35% active;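 active = drop in luminescence signal, shown as inhibition above about 50% in the replicate tests, limit read from the data, passing the limit was not always enough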;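 also: agonist challenge used bursicon conditioned medium at about half maximal strength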
Numbers without * were called inactive; nt = no result given. An unsorted share of the library; about 2.9% have a hit in one of these screens.

SMILES	PAX8 inh HTS	Cneo AK release	INS-1E GSIS act	PGC1a acetyl inh	PglD DTNB	ARNT TACC3 PPI	Statin myotox sup	LGR2 antag
O=C(CCC(=O)Nc1cccc(Cl)c1)N/N=C/c1cc([N+](=O)[O-])ccc1O	24	nt	-1	-2	nt	-1	nt	-7
O=C(Nc1ccc(NS(=O)(=O)c2ccccc2)cc1)c1ccc(Cl)cc1	14	-3	7	nt	-6	5	-32	-12
CN(C)C(=O)c1ccc2c(c1)n(C)c(=O)n2C	nt	0	-12	-2	-3	nt	-2	5
COc1ccc(CCNC(=O)CCS(=O)(=O)c2ccc3c(c2)NC(=O)CS3)cc1OC	-4	0	43	1	-5	-4	13	1
CCn1cc(CN2CCc3c([nH]c4ccccc34)C2c2cccc(OC)c2OC)c(C)n1 (stereo unspecified)	30	-12	-10	30	0	4	-4	23
CCn1c(CNC(=O)c2cccc(C)c2)nnc1SCC(=O)NC1=NCCS1	-21	0	-8	nt	6	-1	5	1
COC(=O)c1ccc(NS(=O)(=O)c2c(C)nc3sccn3c2=O)cc1	0	-1	0	3	1	nt	-4	-3
CCOC(=O)Cn1c(=O)oc2cc(S(=O)(=O)NC(C)c3ccccc3)ccc21 (stereo unspecified)	17	-1	-10	-7	-3	-7	12	-2
O=C(C1CCCN(S(=O)(=O)c2cccs2)C1)N1CCc2ccccc2C1 (stereo unspecified)	nt	-1	nt	-12	-1	8	4	nt
O=C(Nc1nc(-c2ccc(Cl)s2)cs1)c1ccco1	-183	nt	6	nt	nt	-3	nt	-107
Cc1cc(C)nc(NC(=S)NC(=O)c2ccccc2)n1	-18	0	16	0	4	-5	5	-82
O=C1CN(C(=O)c2cccc(S(=O)(=O)N3CCCC3)c2)c2ccccc2N1	7	0	27	-3	0	-2	nt	26
Cc1ccc(C)c(N2CCN(C(=O)c3cc4ccccn4n3)CC2)c1	nt	12	nt	nt	-1	-8	10	nt
C[C@H](CO)N1C[C@H](C)[C@@H](CN(C)C(=O)C2CCC2)Oc2ncc(C3=CCCC3)cc2C1=O	nt	3	-2	-6	5	-14	2	14
O=C(C[C@@H]1CC[C@@H]2[C@H](COC[C@H](O)CN2C(=O)Nc2ccccc2)O1)NCCCN1CCOCC1	-19	-1	16	4	1	10	13	11
CCCCN1C(=O)C2(OCCCO2)c2cccc(C)c21	22	3	21	4	8	9	8	21
C=CCN1CCN(c2ccncc2S(=O)(=O)N2CCOCC2)CC1	nt	1	nt	0	-4	3	-8	nt
O=C(Cc1ccc(-n2c(=O)c3ccccc3n(Cc3ccc(F)cc3)c2=O)cc1)NCC1CCCO1 (stereo unspecified)	12	-2	-7	nt	3	nt	7	0
COc1ccc(CCNC(=O)c2ccc(N3CCCC3=O)cc2)cc1OC	nt	nt	8	-2	nt	5	-3	-2
COc1ccc(NC(=O)N[C@H]2CC[C@H](CCNC(=O)Nc3cc(F)ccc3F)O[C@@H]2CO)cc1	nt	nt	-5	3	nt	nt	-1	-4
CCn1c(=O)ccc2cc([N+](=O)[O-])ccc21	12	0	28	7	-4	-7	-4	-3
COc1ccc(-c2csc3ncn(-c4ccc(C)cc4)c(=O)c23)cc1OC	2	0	-3	-4	-6	6	-5	-10
CCC(=O)N1CCN(c2nc(-c3ccccc3)c3c(c2C#N)CCCC3)CC1	nt	4	9	-19	4	5	-1	-2
CCC(=O)Nc1ccc2c(c1)C(=O)N(C)C[C@H](OC)[C@@H](C)CN(Cc1ccccc1)[C@H](C)CO2	nt	-1	-1	-4	1	nt	-5	-15
O=C(Nc1ccc(Cc2ccncc2)cc1)c1cc(F)c(F)cc1Cl	-4	nt	-2	nt	nt	-8	nt	-2
COc1ccccc1OCC(=O)Nc1cccc(-c2nnc(-c3ccco3)o2)c1	-109	nt	14	6	nt	-2	nt	9
CCOC(=O)C1CCCN(C(=O)c2cc3ccccc3oc2=O)C1 (stereo unspecified)	-2	nt	17	-7	nt	nt	2	4
C[C@H]1CN([C@@H](C)CO)C(=O)c2cccc(NS(=O)(=O)c3cn(C)cn3)c2O[C@@H]1CN(C)Cc1ccc(Oc2ccccc2)cc1	nt	-1	10	8	0	2	40	-3
CC(C)Oc1ccc(S(=O)(=O)N2CCOCC2)cc1NC(=O)C1=COCCO1	nt	0	10	3	-3	-24	-7	2
CC1(C)C(=O)OC(c2cccn2-c2ccc([N+](=O)[O-])cc2)C(C)(C)C1=O (stereo unspecified)	-4	nt	16	nt	nt	-11	nt	20
Cc1[nH]c2ccccc2c1SCC(=O)N1CCCCCC1	1	nt	2	-7	nt	-4	nt	23
O=C(CSc1ccc(-c2ccccn2)nn1)c1ccccc1	-85	nt	-11	-25	nt	75*	nt	-36
Cc1cc(C)c(S(=O)(=O)N2CCN(C)CC2)c(C)c1	nt	5	nt	0	4	-13	nt	nt
ON(CCc1ccccn1)CCc1ccccn1	nt	0	nt	nt	1	24	3	nt
CC1CC(=O)N(Cc2ccccc2)c2ccccc2N1C=O (stereo unspecified)	nt	-2	nt	-3	5	2	3	nt
COCCCN1C(=O)CC(C(=O)OC)=C1C	24	-1	5	nt	-12	-2	-5	8
COc1ccc(NC(=O)N(C)C[C@@H]2OCCCC[C@@H](C)Oc3ccc(NS(=O)(=O)c4c(C)noc4C)cc3C(=O)N([C@@H](C)CO)C[C@H]2C)cc1	-3	53	0	-19	0	-1	-28	8
O=C(c1ccc(-c2nnc(Nc3cccc(Cl)c3)c3ccccc23)cc1)N1C[C@H]2C[C@H](C1)c1cccc(=O)n1C2	nt	5	nt	-29	4	-7	16	nt
Cc1ccc(S(=O)(=O)NN2C(=O)c3ccccc3NC2c2ccccc2)cc1 (stereo unspecified)	8	nt	8	-10	nt	-3	3	30
CCOc1ccccc1-n1c(SCC(=O)N(CC)CC)nnc1-c1ccccn1	nt	-2	nt	0	-3	14	-1	nt
O=C(N/N=C/c1cccnc1)c1ccc(CN2c3cccc4cccc(c34)S2(=O)=O)cc1	6	-1	0	nt	14	1	-5	-2
O=C(COC(=O)c1ccccc1[N+](=O)[O-])Nc1cccnc1Cl	-9	-4	32	nt	-4	-4	3	-15
CCn1c(SCC(=O)NCc2ccco2)nc2cccnc21	nt	0	-2	-2	0	1	-6	-3
Cc1noc(C)c1S(=O)(=O)Nc1ccc2c(c1)C(=O)N([C@H](C)CO)C[C@@H](C)[C@H](CN(C)Cc1ccccc1)OCCCC[C@H](C)O2	-17	101*	-11	9	2	2	nt	-4
COc1cc(CNc2ncnc3c2ncn3[C@H]2CN(Cc3ccc4c(c3)OCO4)C[C@@H](CO)O2)cc(OC)c1OC	22	-1	4	-1	2	nt	-12	-17
Cc1nc(-c2coc3cc(OCC(=O)O)ccc3c2=O)cs1	nt	-4	nt	6	-6	7	-3	nt
COCCNC(=O)Cc1ccc(Br)cc1	nt	1	nt	-12	0	19	10	nt
O=C(C[C@H]1C[C@@H]2c3cc(NC(=O)C4CCOCC4)ccc3O[C@@H]2[C@H](CO)O1)NCc1cccc(F)c1	4	-1	-1	-5	2	nt	-2	1
O=C(c1ccc(Br)cc1)N1CCCC(c2nc(-c3cccs3)no2)C1 (stereo unspecified)	-9	nt	16	-2	nt	-3	nt	13
CC(=O)N1CCCc2cc(S(=O)(=O)NCCC3=CCCCC3)ccc21	2	0	nt	-7	-3	-9	22	nt

Other entries follow:
SMILES	PAX8 inh HTS	Cneo AK release	INS-1E GSIS act	PGC1a acetyl inh	PglD DTNB	ARNT TACC3 PPI	Statin myotox sup	LGR2 antag
Fc1ccc(Cn2cc(C(=S)N3CCOCC3)c3ccccc32)cc1	0	20	-4	-13	1	-1	39	9
O=C(O)c1cc2ccccc2cc1Nc1ccccc1	31	-3	-21	1	-2	20	9	-10
c1coc(Cn2c(-c3ccco3)nc3ccccc32)c1	nt	-1	nt	5	4	7	-4	nt
COc1ccc(Cc2nnc(Nc3ccc(C)cc3)o2)cc1OC	-42	-7	17	4	5	7	nt	-26
O=C(CSc1ncccn1)NCc1ccccc1	nt	-2	nt	-3	-5	-1	18	nt
O=S(=O)(Cc1ccccc1)N=Nc1c(O)[nH]c2ccc(Br)cc12	nt	3	nt	50	0	3	18	nt
Cc1ccc(C(=O)OCC(=O)Nc2ncc(C(F)(F)F)cc2Cl)cc1NC(=O)c1ccco1	2	-2	nt	0	-4	-1	4	nt
Cc1ccc(N(CC(=O)Nc2ccc(F)cc2)S(=O)(=O)N2CCCC2)cc1	nt	3	nt	-4	0	-7	13	nt
COC(=O)[C@@H]1C[C@@]2(O)[C@H](O)[C@H](O)[C@H](O)C[C@H]2N1Cc1ccc(-c2ccccc2)cc1	-12	1	nt	0	-2	-2	8	15
COCCN(Cc1ccc(C)cc1)C(=O)[C@H]1O[C@@H](n2cnc3c(N)ncnc32)[C@H](O)[C@@H]1O	-8	0	2	-5	3	nt	3	12

Ordered by value in ARNT TACC3 PPI (rising): 3 from the list above
SMILES | ARNT TACC3 PPI
COC(=O)[C@@H]1C[C@@]2(O)[C@H](O)[C@H](O)[C@H](O)C[C@H]2N1Cc1ccc(-c2ccccc2)cc1 | -2
Cc1ccc(C(=O)OCC(=O)Nc2ncc(C(F)(F)F)cc2Cl)cc1NC(=O)c1ccco1 | -1
c1coc(Cn2c(-c3ccco3)nc3ccccc32)c1 | 7

Part of the list above, with values under each structure.
Values run as follows: PAX8 inh HTS, Cneo AK release, INS-1E GSIS act, PGC1a acetyl inh, PglD DTNB, ARNT TACC3 PPI, Statin myotox sup, LGR2 antag
O=C(CSc1ncccn1)NCc1ccccc1
    nt, -2, nt, -3, -5, -1, 18, nt
O=S(=O)(Cc1ccccc1)N=Nc1c(O)[nH]c2ccc(Br)cc12
    nt, 3, nt, 50, 0, 3, 18, nt

(further entries)
SMILES	PAX8 inh HTS	Cneo AK release	INS-1E GSIS act	PGC1a acetyl inh	PglD DTNB	ARNT TACC3 PPI	Statin myotox sup	LGR2 antag
Cc1ccc(S(=O)(=O)N2CCN(C)CC2)cc1[N+](=O)[O-]	nt	nt	2	34	nt	3	nt	-13
CC(C)n1c(N2CCN(C(=O)Nc3ccc(F)cc3F)CC2)nc2ccccc21	nt	2	nt	-1	-1	-1	-5	nt
COc1ccc(NC(=O)Nc2ccc3c(c2)C(=O)N([C@H](C)CO)C[C@H](C)[C@H](CN(C)Cc2ccccc2)OCCCC[C@@H](C)O3)cc1	-7	3	-14	7	0	-5	nt	-1
O=C(C[C@H]1C[C@H]2c3cc(NC(=O)Nc4ccc(F)cc4)ccc3O[C@H]2[C@@H](CO)O1)NC1CCCCC1	4	3	-2	2	7	2	6	10
Cc1ccc(NC(=O)c2cc(-c3ccc(C)c(C)c3O)n[nH]2)cc1C	2	7	6	8	5	0	7	-6
Cc1ccc(-n2c(=O)c3c(C)c(C)sc3n(Cc3cc(=O)n4ccccc4n3)c2=O)cc1C	19	-1	-38	-3	3	-3	-1	-2
COc1cc(/C=N/N(C)c2ccccc2)cc(Cl)c1O	-89	-5	nt	-5	3	20	3	nt
CCOC(=O)Cc1c[nH]c2ccc([N+](=O)[O-])cc12	-1	1	4	-3	5	nt	6	-22
C[C@H]1CCCCO[C@H](CN(C)S(=O)(=O)c2ccccc2)[C@@H](C)CN([C@@H](C)CO)C(=O)c2cc(NC(=O)CCCN(C)C)ccc2O1	10	4	11	22	0	2	nt	-5
CCN(CC)S(=O)(=O)c1ccc(NC(=O)CN(c2ccc(OC)cc2OC)S(C)(=O)=O)cc1	20	0	9	0	-1	-4	19	nt
Cc1ccc2[nH]c(=O)c(COC(=O)C3CCCO3)cc2c1 (stereo unspecified)	nt	0	nt	-10	-7	-2	-6	nt
CS(=O)(=O)Nc1ccc(-c2cnc3cccnn23)cc1	-91	-1	15	8	4	nt	2	19
O=C(CCN1CCOCC1)NC12CC3CC(CC(C3)C1)C2	-15	-1	13	4	-3	-9	-21	5
C[C@@H]1CCCCO[C@@H](CN(C)C(=O)CCC(F)(F)F)[C@@H](C)CN([C@H](C)CO)C(=O)c2cc(NS(=O)(=O)c3ccc(Cl)cc3)ccc2O1	-6	4	-11	-2	9	-4	nt	2
